PolyA inh = yeast polyadenylation inhibition | 300,000 tested, 0.02% active | S. cerevisiae SKY197-pL101 polyadenylation reporter, beta-gal luminescence; efflux-impaired pdr1/pdr3 knockout yeast; score 100 = 6 SD above DMSO | calls only at 12 µM;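 active = lowest replicate activity score at least 50, where 100 means six control SD above control mean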;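 note: yeast exposed to compound for 9 h at 30 °C; higher score means more reporter readthrough which indicates perturbed polyadenylation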
KLF5 inhibitor = suppresses KLF5 promoter-driven expression; DLD-1 KLF5 promoter-luciferase reporter, luminescence; inhibition, % at 5 µM; 290,000 tested, 0.23% active;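 active = inhibition above a per-plate limit of that plate's mean compound inhibition plus 3 SD, cut at about 60% in these data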;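 note: 0% = DMSO wells and 100% = LY294002 at 200 µM; higher means less KLF5 promoter-driven luciferase light; inactives centre near -14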
HSF1 inh = HSF1 inhibition. 300,000 tested, 0.77% active. NIH3T3-HGL HSE-luciferase, MG132-induced, luminescence 8 h; hits give low values. activity change, negative = inhibition, % at 7.5 µM (by protocol);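 active = more than half of replicate wells show activity change below -50%, luminescence cut by over half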;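 note: luciferase reports HSF-1 transcriptional activity via heat shock element; 0% = median of DMSO wells and -100% = zero luminescence signal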
GSK3beta inhib = blocks human GSK3beta kinase activity; P49841; GST-GSK3beta kinase, ADP-Glo luminescence, 60 min; hits give low values; activity score (negative = inhibition), % at 10 µM; 300,000 tested, 0.038% active;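 active = more than half of replicate wells score below -50%, meaning over 50% inhibition versus plate controls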;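 note: 0% = median DMSO wells and -100% = median GW8510 positive control wells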
Target sequence (P49841 whole entry, looked up): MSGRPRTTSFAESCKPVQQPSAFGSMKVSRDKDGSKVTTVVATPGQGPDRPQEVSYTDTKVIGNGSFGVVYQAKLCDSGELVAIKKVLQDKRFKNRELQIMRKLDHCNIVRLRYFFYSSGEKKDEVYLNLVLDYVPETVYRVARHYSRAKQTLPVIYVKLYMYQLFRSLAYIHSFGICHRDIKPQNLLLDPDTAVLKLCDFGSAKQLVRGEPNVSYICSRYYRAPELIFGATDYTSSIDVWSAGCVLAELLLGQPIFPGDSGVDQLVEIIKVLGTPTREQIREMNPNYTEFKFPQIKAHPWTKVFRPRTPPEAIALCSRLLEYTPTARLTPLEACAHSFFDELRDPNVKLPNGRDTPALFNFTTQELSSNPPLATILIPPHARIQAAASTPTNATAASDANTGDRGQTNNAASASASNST
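Test system – GST-tagged human GSK3beta kinase, cell-free · Incubation – 60 min enzyme reaction, room temperature · Signal – ADP-Glo luminescence · Also added – peptide substrate and ATP at 25 µM · Controls – DMSO neutral wells and GW8510 at 20 µM as positive · Buffer or medium – Tris/MgCl2 kinase buffer · Measure – Luminescence-derived activity versus plate DMSO and GW8510 wells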
AI-2 QS mod = modulates the Vibrio harveyi AI-2 quorum sensing system; Vibrio harveyi JMH597 AI-2 luminescence/OD600 ratio, 9 h; hits give low values; strain lacks LuxN and CqsS sensors; 0 = neutral-control median; 300,000 tested, 0.4% active; activity change, % at 7.5 µM; in the data active = activity change below about -75%, passing the limit was not always enough;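 note: luminescence divided by OD600 gain over 9 h not by final OD600 alone; inactives centre near 13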
HSF-1 act = increases HSF-1 driven luciferase reporter signal | NIH3T3-HGL HSF-1 luciferase reporter, MG132, 8 h; 100% = twice DMSO control signal | activation, % at 9 µM | 300,000 tested, 1.7% active | AID 504408;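 active = mean replicate activation of at least 50% with a set share of replicates each reaching 50%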;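 note: 0% = median of the neutral control wells and 100% = twice that signal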
HSP90 refold inh = HSP90 refolding inhibition in rabbit reticulocyte lysate. luciferase refolding luminescence, 3 h. inhibition, % at 5.6 µM. 290,000 tested, 0.91% active;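 active = inhibition above the screen-wide mean plus 3 SD, computed separately per campaign, cut at about 16% in these data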;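 note: 0% = DMSO wells and 100% = 60 µM geldanamycin wells; inhibitors lower the luminescence because luciferase stays unfolded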
IEC-6 tox = IEC-6 cytotoxicity, counter-screen for KLF5 inhibitors; 290,000 tested, 0.78% active; AID 1825; inhibition, % at 5 µM; luminescence viability; in the data active = inhibition above about 22%;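 note: 0% = plate median of test compound wells and 100% = cytotoxic reference compound wells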
aSyn 5UTR inh = 5' untranslated region of α-synuclein, MLPCN primary screen; alpha-synuclein 5'UTR reporter, inhibitor activity; inhibition, % (tested at 7.5 µM); 300,000 tested, 0.82% active; AID 1813; in the data active = inhibition above about 60%;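 note: H4 neuroglioblastoma cells stably carrying SNCA 5'UTR luciferase fusion; 0% = DMSO wells and 100% = positive control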
GSK3 alpha inh = blocks human GSK-3 alpha kinase; P49840; ADP-Glo luminescence, 60 min; inhibition, % at 10 µM; 320,000 tested, 0.1% active;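 in the data active = inhibition above about 50%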;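 note: GST-tagged GSK-3 alpha with peptide substrate and 25 µM ATP; 0% = DMSO neutral wells and 100% = GW8510 positive control wells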
Target sequence (P49840 whole entry, looked up): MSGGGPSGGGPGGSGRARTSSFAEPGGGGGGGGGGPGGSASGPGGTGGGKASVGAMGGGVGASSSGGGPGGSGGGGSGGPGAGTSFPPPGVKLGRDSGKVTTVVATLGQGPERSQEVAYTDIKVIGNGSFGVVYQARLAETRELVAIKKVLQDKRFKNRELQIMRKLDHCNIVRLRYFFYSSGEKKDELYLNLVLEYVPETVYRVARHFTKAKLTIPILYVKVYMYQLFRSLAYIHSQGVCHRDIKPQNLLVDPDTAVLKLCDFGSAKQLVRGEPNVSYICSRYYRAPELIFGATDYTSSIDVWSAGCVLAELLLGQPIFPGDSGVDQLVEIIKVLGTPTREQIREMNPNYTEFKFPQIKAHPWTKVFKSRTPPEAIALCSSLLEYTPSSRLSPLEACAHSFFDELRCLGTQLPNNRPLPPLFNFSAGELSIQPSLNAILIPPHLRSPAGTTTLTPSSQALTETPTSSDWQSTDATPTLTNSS
The depositor's hits bear a star; i = inactive; nt = not tested or not shown.

SMILES	PolyA inh	KLF5 inhibitor	HSF1 inh	GSK3beta inhib	AI-2 QS mod	HSF-1 act	HSP90 refold inh	IEC-6 tox	aSyn 5UTR inh	GSK3 alpha inh
CCC(=O)N1CCN(c2ccc(NC(=O)c3cccs3)cc2)CC1	i	-51	2	-1	17	14	-1	0	-42	-2
C[C@@H](C(=O)NC1CCCC1)N1C(=O)N2CCc3c([nH]c4ccccc34)[C@@]2(C)C1=O	i	-15	7	1	21	-5	1	6	26	-1
C=CCN(CC=C)C(=O)c1ccc(OC2CCN(C(C)=O)CC2)c(OC)c1	i	-12	3	-6	4	-10	1	6	-3	-2
COc1cc(OC)c(NC(=O)c2sc3ncn(CC(=O)N4CCOCC4)c(=O)c3c2C)cc1Cl	i	-31	8	0	6	14	-2	-3	38	-2
O=C(Nc1ccccc1NC(=O)c1c(F)c(F)c(F)c(F)c1F)c1c(F)c(F)c(F)c(F)c1F	i	-7	1	-5	-4	7	3	6	0	-3
COc1ccc(OCCCC(=O)OCC(=O)Nc2sccc2C(N)=O)cc1	i	nt	-2	-2	4	5	nt	nt	-20	nt
COc1ccc2ccccc2c1/C=N/NC(=O)c1cccc(C)c1	i	nt	1	2	3	1	nt	nt	-16	2
C[C@@H]1CN(C(=O)c2nc3ccc(Cl)cn3c2CNCC[C@@H]2C[C@@H]3C=C[C@H]2C3)C[C@H](C)O1	i	22	0	0	-1	-8	-1	2	8	0
OC(c1ccc(Cl)cc1)c1nccc2ccccc12 (stereo unspecified)	i	-47	11	0	-8	6	-3	4	-2	5
CCCC(=O)Nc1c(-c2cccc(OC)c2)c(=O)c2ccccc2n1C	i	-7	-8	-13	4	-13	2	8	0	1
COc1ccc(-c2c[n+]3c4n2CCCCC4=C(c2ccc(Br)cc2)C3)cc1	i	-9	4	-2	7	39	5	3	-17	-3
Cc1cccc(NC(=O)c2cc[n+]([O-])cc2)c1C	i	-30	-10	2	10	-5	-6	2	4	1
CC(=O)NCCn1ccc2ccccc21	i	-27	22	-3	39	60*	0	0	-29	1
Cc1ccc(Cn2ncc3c(NCCCN(C)C)ncnc32)cc1	i	15	-1	-1	12	-5	-2	-5	-2	-1
Cc1nn(-c2ccccc2)c(C)c1NC(=O)COC(=O)c1ccc(O)cc1O	i	-33	-1	3	19	-1	-7	-6	14	nt
c1ccc(-c2ccccc2OCCCN2CCOCC2)cc1	i	-26	-4	-5	15	4	0	3	-22	-2
CSCCC(=O)N1CCCC(N2CCN(c3cccc(C(F)(F)F)c3)CC2)C1 (stereo unspecified)	i	-13	-2	-4	23	0	-4	-1	2	-5
CCOC(=O)N1CCN(C(=O)c2cccc(OC)c2OC)CC1	i	-9	4	1	4	-22	1	11	5	0
CCOc1ccc(N/C=C/C(=O)c2ccccc2)c([N+](=O)[O-])c1	i	-112	-33	-2	21	-42	15	2	87*	2
O=C(CSC1=NCCS1)Nc1ccccc1F	i	13	15	2	2	35	-4	2	6	-5
CCc1ccc(OCC(=O)NC2CCCCC2)c(Br)c1	i	-171	29	0	16	33	1	6	-120	-6
CCOc1ccc(CN2CCN(CC(O)Cn3c4ccccc4c4ccccc43)CC2)cc1 (stereo unspecified)	i	0	1	-1	18	7	11	0	-10	-2
O=C(C[n+]1cccc(C(=O)Nc2ccccc2)c1)c1ccc([N+](=O)[O-])cc1	i	6	60	-4	39	132*	4	6	6	1
CCCNC(=O)c1onc(CS(=O)(=O)c2cccc(OC)c2)c1C(=O)NCCC	i	nt	-1	0	16	-5	nt	nt	15	-2
CC1=NC(=O)C(N=Nc2ccccc2)N1c1ccccc1 (stereo unspecified)	i	-30	-1	4	11	35	-1	8	-109	-4
CCc1sc(C(=O)N2CCN(S(C)(=O)=O)CC2)cc1Br	i	-7	-11	0	22	-2	3	7	10	-2
CCn1c(CN2CCOCC2)nnc1SCC(=O)Nc1ccccc1C	i	-28	-2	-4	-4	10	4	5	4	1
Cc1ccc(CNC(=O)CN2C(=O)NC(C)(c3ccc(Cl)cc3)C2=O)cc1 (stereo unspecified)	i	-16	7	3	-64	-15	0	-4	24	-1
CC1CC(=S)Nc2ccccc2N1C(=O)Nc1ccccc1 (stereo unspecified)	i	-3	2	1	8	9	6	6	-26	-1
COc1cc(SC)ccc1C(=O)Nc1ccc(C)cc1C	i	-137	26	1	43	40	0	3	-54	0

Some of the entries above, reformatted.
| molecule | PolyA inh | KLF5 inhibitor | HSF1 inh | GSK3beta inhib | AI-2 QS mod | HSF-1 act | HSP90 refold inh | IEC-6 tox | aSyn 5UTR inh | GSK3 alpha inh |
| --- | --- | --- | --- | --- | --- | --- | --- | --- | --- | --- |
| COc1ccc(OCCCC(=O)OCC(=O)Nc2sccc2C(N)=O)cc1 | i | nt | -2 | -2 | 4 | 5 | nt | nt | -20 | nt |
| COc1ccc2ccccc2c1/C=N/NC(=O)c1cccc(C)c1 | i | nt | 1 | 2 | 3 | 1 | nt | nt | -16 | 2 |
| C[C@@H]1CN(C(=O)c2nc3ccc(Cl)cn3c2CNCC[C@@H]2C[C@@H]3C=C[C@H]2C3)C[C@H](C)O1 | i | 22 | 0 | 0 | -1 | -8 | -1 | 2 | 8 | 0 |
| OC(c1ccc(Cl)cc1)c1nccc2ccccc12 (stereo unspecified) | i | -47 | 11 | 0 | -8 | 6 | -3 | 4 | -2 | 5 |
| CCCC(=O)Nc1c(-c2cccc(OC)c2)c(=O)c2ccccc2n1C | i | -7 | -8 | -13 | 4 | -13 | 2 | 8 | 0 | 1 |
| COc1ccc(-c2c[n+]3c4n2CCCCC4=C(c2ccc(Br)cc2)C3)cc1 | i | -9 | 4 | -2 | 7 | 39 | 5 | 3 | -17 | -3 |
| Cc1cccc(NC(=O)c2cc[n+]([O-])cc2)c1C | i | -30 | -10 | 2 | 10 | -5 | -6 | 2 | 4 | 1 |

(further entries)
SMILES	PolyA inh	KLF5 inhibitor	HSF1 inh	GSK3beta inhib	AI-2 QS mod	HSF-1 act	HSP90 refold inh	IEC-6 tox	aSyn 5UTR inh	GSK3 alpha inh
CCOC(=O)c1cc(OC(=O)c2cccs2)n(-c2ccccc2)n1	nt	-32	nt	nt	nt	nt	0	3	nt	-3
Cc1nc(NC(=O)CSc2nc3cccnc3n2C2CCCCC2)sc1C	i	-16	-3	-1	22	-1	2	0	1	1
CCc1[nH]c(=S)c(C#N)c(-c2ccccc2)c1C(=O)OC	i	-3	-11	-3	20	16	-1	-15	18	3
Cc1ccc(S(=O)(=O)N/N=C(\c2ccccc2)c2cccnc2)cc1	i	-20	1	2	16	6	0	-4	0	-8
CC1C=CCC2C(=O)N(c3cccc(C(=O)N4CCN(c5ccc(F)cc5)CC4)c3)C(=O)C12 (stereo unspecified)	nt	-30	nt	nt	nt	nt	2	-9	nt	0
Cc1sc2nc(SCC(=O)Nc3ccc(S(=O)(=O)NCCCC(=O)O)cc3)[nH]c(=O)c2c1C	i	-11	-2	1	11	-2	2	6	2	34
CCc1nnc(NC(=O)CSC(=S)N2CCOCC2)s1	i	-7	4	0	12	3	0	4	3	1
Cc1ccc(NC(=O)Nc2cc(C)on2)cc1	i	-67	3	0	-26	-4	-3	1	-143	-1
O=C(NC1CCN(C(=O)N2c3ccccc3Sc3ccccc32)CC1)c1ccccc1Cl	i	-17	-4	-1	19	0	3	0	33	-4
Cc1cccc(NC(=O)Cn2nc(-c3ccco3)ccc2=O)c1C	i	11	-8	2	-5	-21	5	0	-1	0
O=C(CCCNC(=O)/C(=C/c1ccccc1F)NC(=O)c1ccccc1)OCc1ccccc1	i	-4	-1	4	28	8	-3	1	-17	-1
Cc1cccc(C(=O)NNC2=CC(=O)CC(C)(C)C2)c1O	i	-31	6	2	9	6	0	-5	-58	-1
COc1ccc(C(=O)NCCC(=O)N2CCC3(CC2)NCCc2[nH]cnc23)cc1	i	-21	5	2	7	-1	-2	-1	-10	0
CCN1C(=O)[C@H]2[C@@H](c3ccc(SC4CCCCC4)c(OC)c3)N3CCCC[C@@]3(C(=O)OC)[C@H]2C1=O	i	nt	12	-2	6	14	nt	nt	-8	4
Cc1ccc2[nH]c3c(c2c1)CCc1cn[nH]c1-3	i	-8	3	-11	15	10	7	11	-62	21
Cc1c(C(C)NC(=O)c2ccc3nc(Cc4ccccc4F)oc3c2)cnn1C (stereo unspecified)	i	-80	5	-1	6	13	1	7	5	3
Cc1n[nH]c(C)c1S(=O)(=O)N1CCCC(C(=O)NCc2ccc(F)cc2)C1 (stereo unspecified)	i	5	-7	2	24	-11	6	-10	28	-1
S=C(NCCC(c1ccccc1)c1ccccc1)Nc1cccc(Cl)c1	i	-22	11	-4	7	15	-1	-3	17	16
COc1ccc(-c2cc(C(=O)N3CCN(C(c4ccccc4)c4ccccc4)CC3)no2)cc1OC	i	-5	1	-4	30	-16	0	-2	-2	-2
Cc1ccccc1Nc1ncnc(N)n1	i	-37	-6	1	15	-1	-4	-14	-25	-3
CN1CCCN(C(=O)Cc2c(Cl)cccc2Cl)c2nc3ccccc3nc21	i	-12	-1	9	4	10	1	6	20	nt
CC(C(=O)N(C)C1CCCCC1)N1CCC(C(N)=O)CC1 (stereo unspecified)	i	-6	-3	1	27	-6	-2	6	9	-2
CC1(C)CN(c2ccc(C(=O)c3ccccc3)cc2)C1=O	i	-13	-6	-2	12	-5	-1	-10	23	-1
Cc1c(C(=O)N2CCN(c3cccc(Cl)c3)CC2)cccc1[N+](=O)[O-]	i	10	-5	1	15	0	0	3	26	nt
COc1ccc(CNC(=O)CCN2C(=O)c3ccccc3C2=O)cc1	i	-28	3	-2	11	-3	3	1	-3	-1
O=C(CCc1nnc(CCCc2ccccc2)o1)NCCCC1CCCC1	i	-28	20	0	8	38	4	8	-116	-3

Screening results as filed in PubChem.

Not all compounds are listed; rates above refer to the full screens.
